# Screening data from PubChem BioAssay.
# proKLK7 act – proKLK7 zymogen activators, primary screen, biochemical, fluorescence intensity | purified proKLK7, EDANS-DABCYL substrate fluorescence; 100% is mature enzyme control, 0% vehicle | activation, % at 7 µM | actives 0.9% (n = 370,000);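 active = activation above the mean of all tested compounds plus 3 SD, computed per campaign excluding outliers beyond control limits, cut at about 13% in these data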
# Target sequence (P49862 whole entry, looked up): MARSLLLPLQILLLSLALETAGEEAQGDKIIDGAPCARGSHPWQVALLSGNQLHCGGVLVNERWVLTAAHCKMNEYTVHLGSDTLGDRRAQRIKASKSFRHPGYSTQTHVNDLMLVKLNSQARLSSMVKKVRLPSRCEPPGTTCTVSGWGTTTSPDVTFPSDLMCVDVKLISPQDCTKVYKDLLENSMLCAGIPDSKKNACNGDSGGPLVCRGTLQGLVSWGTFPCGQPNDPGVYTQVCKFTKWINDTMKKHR
# PRMT1 inh – PRMT1 methyltransferase inhibitors, primary screen, biochemical, fluorescence polarization. recombinant PRMT1, activity-based probe fluorescence polarization. inhibition, % at 2.79 µM. actives 1.3% (n = 370,000). AID 652257, 2013;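 active = inhibition above about 21% made by adding two undisclosed values, limit read from the data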
# Target sequence (Q99873 whole entry, looked up): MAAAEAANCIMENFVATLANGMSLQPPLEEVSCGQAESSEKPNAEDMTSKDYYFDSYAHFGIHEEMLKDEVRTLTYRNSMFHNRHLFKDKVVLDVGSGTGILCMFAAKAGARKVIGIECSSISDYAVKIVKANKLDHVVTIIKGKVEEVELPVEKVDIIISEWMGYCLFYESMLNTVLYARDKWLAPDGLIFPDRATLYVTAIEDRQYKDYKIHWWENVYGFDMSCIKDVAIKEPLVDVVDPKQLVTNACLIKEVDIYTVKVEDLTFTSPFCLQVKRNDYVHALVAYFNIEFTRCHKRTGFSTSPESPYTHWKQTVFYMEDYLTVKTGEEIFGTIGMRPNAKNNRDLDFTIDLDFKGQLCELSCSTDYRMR
# DDE Tn7 FP inh – inhibitors of Tn7 peptide binding to fibrin DD(E), primary screen, biochemical, fluorescence polarization, human fibrin, Tn7 probe; Fibrinogen beta chain (Homo sapiens), P02675; FP displacement of FITC-Tn7 peptide from fibrin DD(E); 0% = median of compound wells per plate; inhibition, % at 8.3 µM; actives 0.13% (n = 370,000); AID 720508, 2013;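 active = inhibition above the mean of compounds falling within the control limits plus 3 SD of them, cut at about 14% in these data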;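 note: 0% = plate median of compound wells and 100% = 10 µM Aha-Tn7 peptide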
#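 Measure: % inhibition scaled between sample-field median and high-control FP; Test system: human fibrin DD(E); Quantity: 2 µM final DD(E) protein; Doses: one dose, 8.3 µM nominal; Schedule: compound with protein 10 min, then 3 h after probe, room temperature; Detection: fluorescence polarization; Medium: Tris buffer with calcium and detergent, pH 7.8.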
# SIAE primary – human SIAE inhibitors, primary screen, biochemical, fluorescence polarization, FP-Rh probe, 1536-well HTS; Sialate O-acetylesterase (Homo sapiens), Q9HAT2; SIAE FP-Rh probe binding; inhibition, % at 9.66 µM; actives 0.69% (n = 370,000); AID 1053197, 2014;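 active = inhibition above a cutoff: mean of compounds within the control limits plus 3 SD of those, cut at about 17% in these data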;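 note: 0% = plate median of compound wells and 100% = probe without SIAE protein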
# MBD2 inh – inhibitors of MBD2 binding to methylated DNA, primary screen, biochemical, TR-FRET, DNA-binding domain, human; MBD2 binding to methylated oligonucleotide; AID 686964, 2013; inhibition, % at 4.4 µM; Methyl-CpG-binding domain protein 2 (Homo sapiens), Q9UBB5; actives 0.31% (n = 370,000); in the data active = inhibition above about 13%
# DDE Tn6 FP inh – inhibitors of Tn6 peptide binding to fibrin DD(E), primary screen, biochemical, fluorescence polarization, human fibrin, Tn6 probe | Fibrinogen beta chain (Homo sapiens), P02675 | Fibrin DD(E) TRITC-Tn6 fluorescence polarization displacement | inhibition, % at 8.3 µM | actives 0.21% (n = 370,000) | AID 720509, 2013;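 active = inhibition above a per-campaign cutoff: mean of compounds within control limits plus 3 SD, cut at about 15% in these data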;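 note: 0% = median of all compound wells on the plate and 100% = blocking peptide control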
# LEDGF integ inh – blockers of LEDGF/p75-dependent integrase strand transfer – biochemical, TR-FRET, high throughput, primary screen; HIV-1 integrase (with human LEDGF/p75); TR-FRET IN-LEDGF/p75 DNA integration, Eu/Cy5; inhibition, % at 3.7 µM; actives 0.64% (n = 370,000); AID 743269, 2014;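 active = inhibition above the screen-wide mean plus 3 SD, cut at about 13% in these data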;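 note: signal is the Cy5 over europium emission ratio at 671 and 618 nm; 0% = plate median of compound wells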
# TCR CD3 inh – inhibitors of human TCR-CD3 interaction, primary screen, biochemical, fluorescence, TAMRA-labeled TCR probe; inhibition, % at 9.4 µM; actives 0.37% (n = 360,000); AID 651800, 2012; in the data active = inhibition above about 19%;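 note: recombinant mutant TCR 2C K166C tagged with TAMRA read by polarization; 0% = receptor in buffer alone and 100% = receptor with positive control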
# UHRF1 MBD2 ctr – UHRF1 methylated DNA binding inhibitors, primary screen, counter-screen for MBD2 inhibitor project, biochemical, TR-FRET, human UHRF1, single concentration; inhibition, % at 4.4 µM; actives 0.75% (n = 370,000); AID 687016, 2013; UHRF1 binding to methylated oligo; in the data active = inhibition above about 21%;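 note: UHRF1 SRA domain binding a hemimethylated CpG hairpin DNA probe; 0% = median of test compound wells and 100% = reference inhibitor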
# TDP2 inh – human TDP2 enzyme inhibitors, primary screen, biochemical, epi absorbance, recombinant enzyme. inhibition, % at 12.8 µM. actives 0.34% (n = 370,000). AID 720702, 2013. Tyrosyl-DNA phosphodiesterase 2 (Homo sapiens), O95551. T5PNP hydrolysis, p-nitrophenol absorbance 415 nm;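 active = inhibition above the mean of all tested compounds plus 3 SD, set per campaign, cut at about 25% in these data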;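 note: 0% = DMSO with enzyme and 100% = buffer with substrate but no TDP2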
# Target sequence (O95551 whole entry, looked up): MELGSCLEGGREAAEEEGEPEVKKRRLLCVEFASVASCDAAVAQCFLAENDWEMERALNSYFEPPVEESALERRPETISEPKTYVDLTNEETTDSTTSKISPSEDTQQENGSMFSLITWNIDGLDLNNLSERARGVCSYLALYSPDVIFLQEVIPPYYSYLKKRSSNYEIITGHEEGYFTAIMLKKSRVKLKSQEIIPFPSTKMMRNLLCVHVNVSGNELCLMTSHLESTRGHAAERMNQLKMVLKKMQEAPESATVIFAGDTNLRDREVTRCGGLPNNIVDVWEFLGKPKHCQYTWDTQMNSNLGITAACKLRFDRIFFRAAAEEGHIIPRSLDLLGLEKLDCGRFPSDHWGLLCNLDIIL
#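 Test system: Human TDP2 enzyme | Reagent: 5 mM T5PNP | Compound dosing: 12.8 µM single point, 1% DMSO | Incubation: Enzyme reaction with compound for 2 h at 37 °C | Technique: p-Nitrophenol epi absorbance | Read-out: % inhibition relative to enzyme-containing and enzyme-free wells | Benchmarks: High control without enzyme, low control DMSO plus TDP2 | Replicates: Singlicate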
# * hit, by the source's call. Outcome played no part in choosing rows, and some 4.6% of all compounds hit somewhere here.
SMILES,proKLK7 act,PRMT1 inh,DDE Tn7 FP inh,SIAE primary,MBD2 inh,DDE Tn6 FP inh,LEDGF integ inh,TCR CD3 inh,UHRF1 MBD2 ctr,TDP2 inh
COc1ccccc1N(CC(=O)NCC1CCCO1)C(=O)CCC(=O)Nc1cc(C)on1 (centres undefined),-0.4,4,4,2,-3,3,1,-1,-1,3
Cc1cccc(C(=O)OCC(=O)Nc2c(C)n(C)n(-c3ccccc3)c2=O)c1,0.1,0,3,0,-2,3,-2,4,-1,-8
c1ccc(Sc2ccccc2CN2CCCC2)cc1,-0.2,-3,-2,-3,1,1,2,1,-2,-6
O=C(CN1CC(c2ccccc2)CC1=O)OCc1ccccc1F (centres undefined),1.0,4,2,5,-1,10,2,4,-3,2
CC(=O)Oc1c(Cl)cc(N(C(C)=O)S(=O)(=O)c2ccccc2)c2ccccc12,1.6,17,-2,-6,8,-9,7,-4,7,-5
CC(C)(O)CC[C@@H](O)[C@](C)(O)[C@H]1CC[C@@]2(O)C3=CC(=O)[C@@H]4C[C@@H](O)[C@@H](O)C[C@]4(C)C3CC[C@]12C (some centres undefined),-0.4,-2,-3,13,3,-2,-2,5,-1,-2
COc1ccccc1N1CCC(N2CCN(CC(C)(C)C)C(CCO)C2)CC1 (centres undefined),0.5,-1,-5,8,3,-9,0,10,0,12
Cc1ccc(N(CCO)C(=S)Nc2ccccc2)cc1,-0.4,2,1,3,0,8,-2,-4,2,-3
CCN(Cc1ccccc1)C(=O)Cc1ccc(OC)c(S(=O)(=O)N2CCOCC2)c1,-0.3,1,-11,2,-5,8,2,4,1,4
CC(=O)c1cccc(NC(=S)NCCCCc2ccccc2)c1,0.5,1,-3,42*,-2,-3,1,1,0,-15
COc1cccc(N2CCN(C(=O)CN3C(=O)NC(C)(c4ccc5ccccc5c4)C3=O)CC2)c1 (centres undefined),0.5,-1,-2,5,-1,-1,-5,0,-1,6
CC(C)CCCN1CCN=C1N(C)C,0.3,0,10,-2,4,9,-2,7,-2,-5
Oc1cccc(C2c3[nH]c4ccccc4c3CCN2Cc2ccc3c(c2)CCO3)c1 (centres undefined),0.5,-1,-1,-7,2,2,-1,1,-1,-8
Fc1ccc(N2CCN(c3cnc4ccccc4n3)CC2)cc1,0.1,-1,3,12,-4,1,0,3,-2,18
CC1CCCCC1NC(=O)C1CC(=O)N(Cc2ccccc2)C1 (centres undefined),-0.4,1,-8,-2,7,-1,2,-7,5,-2

# Retrieved by structure from above (four):
SMILES,proKLK7 act,PRMT1 inh,DDE Tn7 FP inh,SIAE primary,MBD2 inh,DDE Tn6 FP inh,LEDGF integ inh,TCR CD3 inh,UHRF1 MBD2 ctr,TDP2 inh
COc1ccccc1N1CCC(N2CCN(CC(C)(C)C)C(CCO)C2)CC1 (centres undefined),0.5,-1,-5,8,3,-9,0,10,0,12
CCN(Cc1ccccc1)C(=O)Cc1ccc(OC)c(S(=O)(=O)N2CCOCC2)c1,-0.3,1,-11,2,-5,8,2,4,1,4
CC1CCCCC1NC(=O)C1CC(=O)N(Cc2ccccc2)C1 (centres undefined),-0.4,1,-8,-2,7,-1,2,-7,5,-2
CC(C)CCCN1CCN=C1N(C)C,0.3,0,10,-2,4,9,-2,7,-2,-5

# New compounds follow
SMILES,proKLK7 act,PRMT1 inh,DDE Tn7 FP inh,SIAE primary,MBD2 inh,DDE Tn6 FP inh,LEDGF integ inh,TCR CD3 inh,UHRF1 MBD2 ctr,TDP2 inh
CCCCN(CCCC)CC(O)COc1ccccc1C(=O)Nc1ccccc1 (centres undefined),0.3,-5,-13,-12,2,-7,7,6,4,-29
CCOC(=O)C[C@H]1c2ccccc2S(=O)(=O)N1Cc1cc(OC)c(OC)c(OC)c1,-0.2,0,-1,3,-1,9,0,-6,-2,10
CCCOc1ccc(C(=O)NCC(c2ccco2)N(C)C)cc1OC (centres undefined),-0.7,2,0,10,1,2,3,3,0,1
CC(C)NC(=O)c1ccc2sc([C@@H]3O[C@H](CO)[C@H](O)[C@H](O)[C@H]3O)nc2c1,-0.1,4,10,-5,4,-4,0,-4,0,6
CSc1ccc(NC(=O)Nc2ccccc2C(N)=O)cc1,2.9,0,4,1,-7,-3,-2,4,1,2
Cn1c(=NC(=O)c2ccco2)sc2cccc(F)c21,-0.2,2,3,2,-1,5,-3,6,-4,0
CCOC(=O)c1c(-c2cccs2)csc1NC(=O)CC(C)C,-0.3,0,1,1,4,-7,-2,2,-1,2
Cc1ccc(C(=O)N2CCN(Cc3ccc4c(c3)OCO4)CC2)c(Cl)c1,-0.1,-1,-1,3,2,-4,1,7,4,-14
CN1CCC(OC(=O)c2ccccc2Cl)CC1,-0.8,-1,-5,-2,-1,-5,0,0,2,3
NC(=O)[C@@H]1CCCN1Cc1nc(-c2ccccc2)no1,0.5,-7,-4,8,-1,-3,3,1,1,15
CC(C)(C)c1cc(C(=O)NCc2ccccc2)ccn1,0.1,0,-3,0,4,2,2,-5,2,-1
Cc1cc(C)c(C(=O)/C=C/c2cccs2)c(=O)[nH]1,0.6,-1,-5,-3,4,6,1,2,1,-1
Cc1nnc(C)n1/N=C/c1cc(Br)cc(Br)c1O,-1.4,1,6,-5,-4,1,-1,-1,-2,10
COc1ccc(OCC(=O)Nc2ccc3c(c2)C(=O)NC3=O)cc1,-3.8,8,-4,-2,1,-7,-6,2,4,-17
Cc1cc(C(=O)NC2CCCc3c2cnn3-c2cc(F)cc(F)c2)nn1C (centres undefined),0.7,2,-2,3,1,11,-3,5,0,13
CNC(=S)NNC(=O)c1sc(-c2cc(C)on2)nc1C,21*,-3,-7,12,-1,-1,-2,4,-1,9
CC(C)C(NC(=O)c1c(F)cccc1F)C(=O)N1CCN(S(=O)(=O)c2ccc(F)cc2)CC1 (centres undefined),-0.5,2,10,2,1,-5,1,1,-3,0
O=C(CN1C(=O)c2ccccc2C1=O)NCC(=O)OCC(=O)c1ccc(Cl)cc1,-0.1,2,3,4,3,-4,-1,7,-1,1
CCOC(=O)C1(C)NC(c2ccccc2F)C2C(=O)N(c3cccc(C(C)=O)c3)C(=O)C21 (centres undefined),-0.9,-3,2,6,3,5,1,4,-3,0
O=C(Nc1nc(-c2ccccc2)cs1)c1ccc2c(=O)n3c(nc2c1)CCCCC3,-60,-1,-3,-64,0,1,2,3,-1,-10
COc1ccccc1C(=O)Nc1ccnn1C1CCN(C/C=C/c2ccc(F)cc2)CC1,0.6,0,-1,1,-2,-10,-1,14,-2,15
CCOc1ccc2c(c1)ncn2Cc1ccccc1,0.6,-2,5,-9,2,0,1,-3,-2,-14
CC1(C)c2ssc(=S)c2-c2ccccc2N1C(=O)c1ccco1,0.6,1,-8,22*,-2,-6,3,-1,-1,2
O=C(NCC(c1ccco1)N1CCCC1)c1ccc(-n2cccn2)cc1 (centres undefined),0.1,3,5,2,5,5,-2,-1,2,-7
O=C(Cn1nnc2ccccc21)OCC(=O)c1ccccc1,-0.3,4,2,19*,-2,5,0,2,-1,8
COC(=O)c1c(NC(=S)Nc2ccc(CC(=O)O)cc2)sc(C)c1C,0.3,2,2,-1,-1,3,2,7,-2,-4
CCN(CC)C(=O)C1CCCN(C(=O)c2cc(COc3cccc(OC)c3)on2)C1 (centres undefined),0.1,0,0,1,1,-6,-3,7,1,9
O=C(NCCC(=O)N1CCN(c2ccc(F)cc2)CC1)c1ccco1,0.6,0,-2,-1,-3,4,2,2,2,-2
Cc1cccc(NNC(N)=S)c1C,-0.1,8,-1,5,2,6,-2,-9,2,-7
O=C(NCc1ccncc1)c1cc(C(=O)C2CC2)c[nH]1,-0.5,9,-3,-4,0,-6,-6,0,0,1
O=C1c2cccc3cccc(c23)C(=O)N1c1ccncc1,0.0,0,4,-1,0,5,0,6,-2,1
NC(=O)c1oc2ccccc2c1NC(=O)c1ccccc1,0.3,0,-2,-4,-4,5,-1,5,1,-8
COC(=O)[C@@]1(C)[C@H]2C(=O)N(C)C(=O)[C@H]2[C@H]2CN=C(SCc3ccccc3)N21,0.3,2,1,-1,0,2,-2,-2,0,-1
C=CCn1c(SCC(N)=O)nnc1-c1cccc(Br)c1,-0.7,1,-4,-2,-2,-1,0,1,0,10
CCCN=Cc1c(CCC)[nH]n(-c2nc3ccccc3s2)c1=O,-0.4,1,-1,-6,-4,1,0,3,-2,6
CN(C)S(=O)(=O)N(CC(=O)N1CCN(c2ccccc2)CC1)c1ccccc1,-0.1,-1,-1,0,1,4,0,5,0,0
COc1ccc2[nH]c(C)c(CCN3C(=O)OC(C)(C)C3(C)O)c2c1 (centres undefined),-0.5,0,3,3,2,7,-1,4,-3,7
Cc1ccc(S(=O)(=O)N2CCCCC2)cc1C(=O)N(C)CC(=O)Nc1cccc(F)c1,-0.2,1,8,0,4,3,-1,7,1,-2
CCOC(=O)c1ccc(NC(=O)c2cc3c(s2)CCC3)cc1,0.7,5,5,-9,-1,-3,0,-7,3,-14
COc1ccc(CCNc2oc(-c3ccc(OC)c(OC)c3)nc2P(=O)(OC)OC)cc1OC,0.8,-2,-4,2,6,-6,-1,7,-2,-8
OC[C@H]1O[C@H](c2nc(-c3nc(-c4cccc(-n5cccc5)c4)no3)cs2)C[C@@H]1O,0.0,0,-1,-5,2,0,1,8,-3,3
CCOc1ccc(-c2nnc(-c3snc(-c4ccc(F)cc4)c3N=CN(C)C)o2)cc1,-1.0,1,-6,0,-4,-5,2,-3,-1,14
CCCn1nc(Oc2nc(SC)nc(N(C)C)n2)ccc1=O,-0.1,0,1,2,5,9,-1,1,0,4
O=C(OCc1cn(-c2ccc(Cl)c(Cl)c2)nn1)c1ccccc1Cl,-0.7,2,-4,-8,-2,5,-4,-8,2,5
COC(=O)CSC(C)C(=O)Nc1nnc(C(C)C)s1 (centres undefined),0.0,0,0,-2,9,-7,-3,-2,1,6
CCCNC(=S)N1CCC(n2cnc3ccccc32)CC1,0.2,-2,-3,-2,2,1,1,12,0,1
O=C(Nc1nc(-c2ccc3c(c2)OCCO3)cs1)C1CCCC1,-0.8,2,2,1,3,-5,-4,-5,2,-10
